AmpC detergent = inhibitors of E. coli AmpC beta-lactamase with detergent | P00811 | AmpC hydrolysis of nitrocefin, absorbance 480 nm, 0.01% Triton | Potency, µM (highest dose often 114 µM), without a hit: top-dose activity change, negative = inhibition, hits mostly inhibitors | hit rate 0.041% among 370,000 | AID 485294;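 further: potency means the concentration at half of the fitted maximal effect; 0% = no-compound wells and -100% = no-enzyme wells; nearly all actives have a fitted effect of over 25% in size; some results filed as inactive show a strong effect at the top dose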
Target sequence (P00811 whole entry, looked up): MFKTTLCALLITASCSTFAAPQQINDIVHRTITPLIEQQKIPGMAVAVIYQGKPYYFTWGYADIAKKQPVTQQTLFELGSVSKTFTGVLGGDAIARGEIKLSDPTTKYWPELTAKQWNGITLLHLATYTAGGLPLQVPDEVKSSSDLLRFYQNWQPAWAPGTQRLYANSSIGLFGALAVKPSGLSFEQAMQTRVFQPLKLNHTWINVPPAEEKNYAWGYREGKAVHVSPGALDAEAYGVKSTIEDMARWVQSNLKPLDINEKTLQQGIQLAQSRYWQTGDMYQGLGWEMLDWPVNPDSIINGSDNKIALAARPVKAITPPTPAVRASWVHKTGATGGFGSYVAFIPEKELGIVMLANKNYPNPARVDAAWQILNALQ
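20 mM phosphate pH 7.0 + 0.01% (detergent screen) or 0.0001% Triton X-100; 5.3 nM AmpC reagent; cpd preinc 15 min RT; nitrocefin (800 uM stock) to start; A480 q20 s × 4 min; Activity was normalised to no-enzyme and no-compound control wells.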
HCV inh = HCV inhibition. Huh7.5.1 HCVcc-Cre infection, luciferase reporter, 44 h. Potency, µM (doses to about 41.8 µM), for inactives: at the highest dose activity change, negative = inhibition, actives largely listed as inhibitors. hit rate 3.4% among 340,000. AID 651820; further: potency means the concentration at half of the fitted maximal effect
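Whole-lifecycle infectious HCVcc-Cre system; cells 1,000/well, compound then virus (~0.5 moi) added 4 h after plating, 44 h culture. Luciferase read 15 sec following 15 min substrate incubation, room temp.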
AmpC no deterg = inhibitors of E. coli AmpC beta-lactamase without detergent; AmpC nitrocefin hydrolysis, absorbance 480 nm, 0.0001% Triton; Potency, µM (titrated, usually from 57.1 µM), for the others: top-dose activity change, negative = inhibition, actives largely listed as inhibitors; hit rate 0.52% among 330,000;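 further: potency means the concentration at half of the fitted maximal effect; plate controls were no compound for no effect and no enzyme for full effect; nearly all actives have a fitted effect of over 20% in size; some results filed as inactive show a strong effect at the top dose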
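20 mM phosphate pH 7.0 + 0.01% (detergent screen) or 0.0001% Triton X-100; 5.3 nM AmpC reagent; cpd preinc 15 min RT; nitrocefin (800 uM stock) to start; A480 q20 s × 4 min; Activity was normalised to no-enzyme and no-compound control wells.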
Giardia FBPA inh = inhibitors of Giardia lamblia fructose-1,6-bisphosphate aldolase. A8B2U2. purified Giardia FBPA. Potency, µM (top dose mostly 59.6 µM), without a hit: top-dose activity, negative = inhibition, usual class: inhibitors. hit rate 0.71% among 290,000. AID 2451; further: potency means the concentration at half of the fitted maximal effect; nearly all actives have a fitted effect of over 55% in size
Target sequence (A8B2U2 whole entry, looked up): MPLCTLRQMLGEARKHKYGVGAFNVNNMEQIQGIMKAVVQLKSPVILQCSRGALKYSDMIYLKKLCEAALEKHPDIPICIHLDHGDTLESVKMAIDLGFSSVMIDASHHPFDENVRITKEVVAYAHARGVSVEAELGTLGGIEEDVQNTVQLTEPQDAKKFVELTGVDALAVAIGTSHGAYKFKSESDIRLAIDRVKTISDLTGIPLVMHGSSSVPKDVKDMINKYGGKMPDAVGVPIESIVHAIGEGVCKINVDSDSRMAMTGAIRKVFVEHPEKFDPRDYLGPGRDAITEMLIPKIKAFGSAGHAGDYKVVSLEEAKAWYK
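Giardia FBPA (40 nM reagent) was preincubated 10 min at RT with compound (up to 57.5 uM final), then substrate plus GAPDH/TPI/NAD/arsenate coupling system with diaphorase/resazurin was added; resorufin fluorescence (525/598 nm) was read after 20 min.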
HCMV antiviral = blocks human cytomegalovirus replication; HFF cells, HCMV-luciferase reporter, 72 h; active compounds read low; activity change, negative = inhibition, % at 57.5 µM; hit rate 4.5% among 410,000; AID 1259415; in the data active means activity change below about -60%; inconclusive means no clear call, values can overlap the other calls; inactive means above about -39%
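Human foreskin fibroblasts infected with luciferase-reporter HCMV at MOI 1 PFU/cell, compounds at two doses. Luciferase measured 72 h post infection; normalized to buffer-only basal and Salinomycin (10uM) controls.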
Sm TGR inh = inhibitors of Schistosoma mansoni thioredoxin glutathione reductase; hit rate 3% among 360,000; AID 485364; Q962Y6; purified TGR, DTNB reduction, TNB absorbance 405 nm; Potency, µM (series often up to 114 µM), for inactives: top-dose activity change, negative = inhibition, usual class: inhibitors; further: potency means the concentration at half of the fitted maximal effect; nearly all actives have a fitted effect of over 60% in size
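First, TGR (20 nM dispensed) and NADPH were mixed with compound. Second, a 15 min room-temperature incubation followed. Third, further NADPH and then DTNB were added to start the reaction. Finally, TNB absorbance was monitored kinetically.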
The depositor's hits bear a star; ? = inconclusive; . = no result given; [ ] = another dose, or the depositor's remark. Unless noted, the call rests on the fitted dose curve; in most records, active means well fitted curve in the direction sought with a large enough effect; inconclusive means small, poorly fitted or top-dose-only effect, or another doubt; inactive means no such curve, though single readings can be large; an effect the other way counts as inactive or inconclusive. Unless noted, on the % scale 0 is the no-effect control and ±100 the full control effect.

Screens in order – AmpC detergent	HCV inh	AmpC no deterg	Giardia FBPA inh	HCMV antiviral	Sm TGR inh
> C=CCn1c(SCCCc2ccccc2)nc2c1c(=O)[nH]c(=O)n2C
  -3%	?	0%	-2%	58	-20%
> Cc1cc(Cl)c(OCCCn2cncn2)c(Br)c1
  ?	-3%	0%	-1%	-23	12%
> O=C(Nc1ccc(OC(F)F)cc1)Nc1cccc(C(F)(F)F)c1
  2%	?	-33%	-9%	-80*	12%
> CC(CCN1CCN(c2ccc(F)cc2)CC1)c1ccccc1 (centres undefined)
  -3%	-8%	-20%	?	9	52%[activator]
> C=CCNC(=O)c1sccc1Oc1ccc(F)cc1[N+](=O)[O-]
  ?	-10%	-12%	0%	-37	-1%
> COC(=O)c1ccc(CNC(=O)c2ccc(COc3ccccc3)cc2)cc1
  -4%	2%	-15%	4%	-17	0%
> N=c1sccn1CC(=O)Nc1cc(Cl)ccc1Oc1ccccc1
  -12%	?	34%	10%	.	-5%
> Cc1cc(C)cc(OC(=O)CS(=O)c2ccc(C(F)(F)F)cc2[N+](=O)[O-])c1 (centres undefined)
  -14%	-4%	1%	?	142	-34%
> COc1cc(OC)c(NC(=O)C2CCN(C(=O)c3sc4nc[nH]c(=O)c4c3C)CC2)cc1Cl
  2%	.	.	.	-17	-13%
> Cc1ccc(CN(C(=O)c2cc3ccccc3oc2=O)C2CCS(=O)(=O)C2)cc1 (centres undefined)
  -4%	-7%	6%	-1%	-1	10%
> CC(=O)Cn1cnc2scc(-c3ccc(C)c(C)c3)c2c1=O
  0%	3%	53%	7%	-22	20%
> NC(=O)N/N=C/c1ccccc1OCc1cccc2ccccc12
  1%	-12%	5%	-4%	-15	-4%
> CCOc1ccccc1-c1nc(C(N)=O)c2[nH]c(=O)n(-c3ccc(F)cc3)c2n1
  ?	8%	5%	-8%	67	3%
> Cc1cccc(OCC(=O)N(Cc2cccs2)c2ccc(Cl)cc2)c1C
  10%	.	.	.	?	5%
> O=C(O)CCCCCNS(=O)(=O)/C=C/c1ccccc1
  -15%	18%	-13%	5%	-18	.
> CC(C)(C)C(=O)CSc1ccc(S(=O)(=O)N2CCCC2)cn1
  0%	5%	-16%	.	0	7%
> Cc1ccc(-c2nn3c(=O)cc(CN4CCN(C(=O)c5ccc(C(C)(C)C)cc5)CC4)nc3s2)cc1
  14%	.	.	.	2	16%
> CC(C)c1ccc(S(=O)(=O)c2nnn3c2nc(NC2CCCC2)c2sccc23)cc1
  -5%	.	.	.	32	4%
> CCOC(=O)c1ccc(S(=O)(=O)Nc2ccc(N3CCOCC3)cc2)cc1
  -8%	-12%	-17%	8%	-24	-9%
> COc1ccc2[nH]c(C(=O)N3CCc4ccccc4C3)c(C)c2c1
  -6%	11µM*	-19%	-12%	-37	7%
> COc1ccc([N+](=O)[O-])cc1NC(=O)Cc1c(Cl)cccc1Cl
  -10%	?	-14%	5%	-23	-4%
> CCc1ccc(CCC(=O)Nc2ccc(Br)cc2)o1
  -12%	-20%	-25%	8%	-28	4%
> Cc1ccc2[nH]c(=O)c(CN(Cc3nnnn3Cc3ccccc3)C3CCCC3)cc2c1
  1%	?	-33%	1%	-14	?
> Cc1csc(NC(=O)CCNC(=O)c2ccccc2Cl)n1
  2%	-17%	-6%	2%	6	-11%
> CC(=O)OCC1OC(n2ccc3ccccc32)C(OC(C)=O)C(OC(C)=O)C1OC(C)=O (centres undefined)
  -13%	12%	134%[activator]	2%	-5	2%
> COc1ccccc1C(=O)COC(=O)c1nc2nc(C)cc(C)n2n1
  -8%	3%	1%	.	-2	-8%
> COc1ccc(C(=O)C2CCCN(Cc3cccn3-c3nccs3)C2)cc1F (centres undefined)
  1%	-25%	23%	6%	-64*	-13%
> NS(=O)(=O)c1cccc(NS(=O)(=O)c2ccc(/C=C/C(=O)OCC(=O)c3ccc(Br)cc3)cc2)c1
  3%	-11%	?	0%	-20	.
> Cc1cc(OCC(=O)OCC(=O)NC2CCCC2)ccc1Cl
  -13%	6%	-9%	.	-5	-1%
> Cc1noc(C)c1S(=O)(=O)N(C)CC(=O)Nc1ccc(F)cc1
  2%	-10%	-10%	5%	-20	2%
> Cc1onc(-c2ccccc2)c1C(=O)N1CCN(C)CC1
  -5%	-2%	-6%	3%	-5	6%
> O=C(COC(=O)c1cccnc1Cl)Nc1ccc(S(=O)(=O)N2CCOCC2)cc1
  .	4%	-2%	.	26	.
> O=C1c2ccccc2C(=O)N1c1nc(-c2cccs2)cs1
  -5%	-2%	-48%	-10%	79	-1%
> Brc1ccccc1OCCCCn1cnc2ccccc21
  ?	10µM*	27%	-1%	-60*	9%
> COc1cc([N+](=O)[O-])cc(/C=N/NC(=O)C(C)Nc2cccc3ccccc23)c1O (centres undefined)
  -10%	0%	-38%	?	-61*	-18%
> COc1ccc(C(=O)c2coc3ccc(O)c(CN4CCCCC4)c23)cc1
  3%	-4%	40µM*	0%	-26	-5%
> Cc1[nH]c2c(C)cccc2c1CCNS(=O)(=O)c1cccc([N+](=O)[O-])c1
  ?	-11%	-34%	-8%	65	-5%
> COCCN(C(=O)c1ccccc1OC)c1nnc(C)s1
  0%	-1%	-14%	0%	34	.
> Cc1c(NC(=O)c2ccc3c(c2)OCO3)cccc1-c1nc2ccccc2o1
  -3%	?	-36%	0%	-33	1%
> Cc1cc(C)cc(S(=O)(=O)c2cn(C)c3cc(N4CCN(C)CC4)c(F)cc3c2=O)c1
  -2%	3%	-7%	.	-35	2%
> Cc1ccc(N(C)S(=O)(=O)c2c(C)[nH]c(C)c2C(=O)N2CCCC2)cc1
  3%	9%	0%	.	-16	-2%
> O=C(Cc1n[nH]c(=O)c2ccccc12)OCC(=O)c1ccc2c(c1)OCCO2
  -19%	-8%	-22%	1%	-87*	0%
> Cc1cc(C)n(CC(O)CN2C(=O)NC(C)(C)C2=O)n1 (centres undefined)
  1%	1%	-18%	-1%	14	6%
> CCn1ncc(CN2CCC(Oc3cc(C(=O)NC4CC4)ccc3OC)CC2)c1C
  -11%	.	-15%	.	18	-17%
> COCCNC(=O)c1cc2c(=O)[nH]c3ccccc3c2s1
  1%	3%	1%	-6%	31	12%
> CCOc1ccccc1OCC(=O)NN=C1CCCC(=O)C1
  .	3%	-10%	.	-27	.
> CN(C)CC(C)(C)CNC(=S)Nc1ccc(S(=O)(=O)N2CCOCC2)cc1
  -2%	2%	-25%	2%	-76*	2%
> Cn1cc(CN2CCC(CO)CC2)c(-c2ccc(Oc3ccccc3)cc2)n1
  -8%	-12%	55%	0%	?	.
> Cc1nn2c(=O)cc(COc3ccc(/C=C(\C#N)C(=O)Nc4ccccc4)cc3Cl)nc2s1
  11%	.	.	.	-3	4%
> CCOc1ccc(/C=C2\SC(=S)N(CCC(=O)N(CCO)c3ccccc3)C2=O)cc1
  -9%	?	90%[activator]	-1%	-100*	7%
> Cn1c(COc2ccc(C(=O)O)cc2)nc2ccccc21
  -6%	19%	-18%	-1%	-25	5%
> O=C(O)c1ccc(NC(CSCc2cccc(F)c2)C(=O)O)c([N+](=O)[O-])c1 (centres undefined)
  -14%	13%	-8%	13%	43	0%
> CCSc1nnc(NC(=O)C(C)(C)C)s1
  4%	10%	-14%	-10%	-11	5%
> O=S(=O)(Nc1ccccc1N1CCOCC1)c1c(F)cc(F)cc1Br
  .	0%	-16%	.	-21	.
> COc1cccc(C(=O)NCC(=O)N2CCC(C)CC2)c1
  -13%	5%	-5%	10%	88	11%
> CCOc1ccccc1N(CC(=O)N/N=C(\C)c1cccc(Br)c1)S(C)(=O)=O
  7%	1%	11%	-6%	-5	.
> CCN(CC)C(=O)CSc1nnc(-c2ccc(S(=O)(=O)NCc3ccccc3Cl)cc2)o1
  -8%	-10%	-5%	-1%	-1	-1%
> Cc1ccc(-n2c(C)cc(C)c(C#N)c2=O)cc1Cl
  ?	-14%	-6%	0%	15	0%
> O=C(NC1CCCCC1)c1cccnc1Sc1ccccc1
  -8%	10%	26%	1%	15	-6%
> CN1CCOCCOCCN(C)C1=O
  -13%	-5%	-19%	6%	-23	2%

Reformatted field by field: three of the compounds above
Cc1ccc(-n2c(C)cc(C)c(C#N)c2=O)cc1Cl
- AmpC detergent = ?
- HCV inh = -14%
- AmpC no deterg = -6%
- Giardia FBPA inh = 0%
- HCMV antiviral = 15
- Sm TGR inh = 0%
O=C(NC1CCCCC1)c1cccnc1Sc1ccccc1
- AmpC detergent = -8%
- HCV inh = 10%
- AmpC no deterg = 26%
- Giardia FBPA inh = 1%
- HCMV antiviral = 15
- Sm TGR inh = -6%
CN1CCOCCOCCN(C)C1=O
- AmpC detergent = -13%
- HCV inh = -5%
- AmpC no deterg = -19%
- Giardia FBPA inh = 6%
- HCMV antiviral = -23
- Sm TGR inh = 2%

More records:
Screens in order – AmpC detergent	HCV inh	AmpC no deterg	Giardia FBPA inh	HCMV antiviral	Sm TGR inh
> CCOC(=O)c1cccc(NC(=O)NCc2ccc3c(c2)CCN3C(=O)c2ccccc2)c1
  19%	.	.	.	?	7%
> CCN1C(=O)CC(C(=O)Nc2ccc(F)cc2)SC1=Nc1cccc(OC)c1 (centres undefined)
  -12%	-3%	5%	-4%	-29	0%
> COc1ccc(CCNC(=O)c2cc(-c3cc(Cl)ccc3O)n[nH]2)cc1OC
  0%	?	-44%	-7%	?	-9%
> Cc1ccc(SCC(=O)NNC(=O)c2ccccc2)cc1C
  -13%	30%[activator]	-19%	3%	8	12%
> COCCNc1nnc(SCC(=O)NNC(=O)c2ccccc2)s1
  -8%	2%	-21%	-6%	37	-2%
> Cn1c(C(=O)N2CCc3ccccc3C2)cc2c(=O)n3ccccc3nc21
  ?	-2%	70%[activator]	-7%	41	8%
> Cc1ccc(C(=O)OCC(=O)NC(=O)c2ccccc2)o1
  -15%	?	-15%	.	-20	-3%
> Cc1c2c(nc3ccccc13)CCC(C(C)(C)C)C2 (centres undefined)
  6%	?	25%	-2%	?	13%
> COC(=O)c1c(NC(=O)CCCOc2ccc(C)cc2)sc2c1CCCC2
  10%	.	.	.	9	-2%
> CC1CN(C(=O)COC(=O)c2ccc(NC(=O)CC#N)cc2)CC(C)O1 (centres undefined)
  -9%	22%	24%	0%	7	-23%
> CCOc1cc(C)c(S(=O)(=O)Nc2ccc3cn[nH]c3c2)cc1C
  ?	10µM*	-29%	-26%	.	-1%
> C/C(=N\NC(=O)C1CCCC1)c1ccc(C(C)C)cc1
  -14%	?	-18%	.	43	0%
> COC(=O)c1ccc(NC(=O)CSc2ccccn2)cc1
  -1%	-4%	-15%	1%	-32	3%
